Compound activity from PubChem.
H9c2 TAG inh: inhibitors of triacylglycerol accumulation, primary screen, cell-based, uHTS, fluorescence, H9c2; H9c2 cells, Nile Red lipid (TAG) fluorescence; cells loaded with 200 µM oleic acid; inhibition, % at 12.5 µM; 0.66% of 230,000 active; AID 651582, 2012;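 active = pattern-corrected inhibition of lipid staining of at least 50% with the nuclear-stain viability signal not falling by more than 50%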;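 note: 0% = DMSO wells and 100% = triacsin C control wells; some results filed as inactive read as strong as hits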
H9c2 TAG inh DAPI viability: further read-out of H9c2 TAG inh, marked with its call; DAPI nuclei signal change (viability), lower = more cytotoxic, %;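 whole-well DAPI fluorescence read on a plate reader as a viability signal; minus 50 percent equals half of cells still viable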
Starred values were filed as active, the others as inactive. An excerpt; the hit share may differ from the screen's.

No.	canonical_smiles	H9c2 TAG inh	H9c2 TAG inh DAPI viability
1	Cc1c(NC(=O)CSc2nnc(-c3ccncc3)n2C)c(=O)n(-c2ccccc2)n1C	9	-2
2	Cc1cccc(NC(=O)COC(=O)C2COc3ccccc3O2)c1C (stereo not given)	12	-4
3	COc1ccccc1NS(=O)(=O)c1ccc(C(=O)N2CCN(c3ccccc3)CC2)cc1	-41	-1
4	O=C(Nc1ccc([N+](=O)[O-])cn1)c1ccc2c(c1)OCO2	11	14
5	CN(Cc1ccnc2ccccc12)C(=O)C1CCC(=O)N(Cc2ccccc2F)C1 (stereo not given)	-12	13
6	Cc1n[nH]c(=O)n1-c1cccc(C(F)(F)F)c1	-4	-8
7	C[C@@H]1CCCCO[C@H](CN(C)Cc2ccc(C(=O)O)cc2)[C@@H](C)CN([C@H](C)CO)C(=O)c2cc(NC(=O)CCC(F)(F)F)ccc2O1	9	-4
8	NS(=O)(=O)c1ccc(CNS(=O)(=O)c2cc(Cl)ccc2Cl)cc1	3	1
9	CN(C)C(=O)c1ccc(NC(=O)CC2SC(N3CCCC3)=NC2=O)cc1 (stereo not given)	-8	-4
10	Cc1ccccc1C(=O)NCC(=O)O	-7	-3
11	Cc1ccc(C)c(S(=O)(=O)N2CCNCC2)c1	-17	-8
12	Cc1cc(=O)oc(C)c1C(=O)Nc1cccc2ccccc12	-10	16
13	Cc1ccc(C)c(N2CCN(C3CCCC(C)C3)CC2)c1 (stereo not given)	-7	-4
14	CC(=O)Nc1cccc(NC(=S)Nc2ccc(F)c(Cl)c2)c1	-2	8
15	COc1ccc(S(=O)(=O)N2CCOC23CCN(S(=O)(=O)c2ccc([N+](=O)[O-])cc2)CC3)cc1	-7	4
16	CC1CN(S(=O)(=O)c2cccc(C(=O)Nc3ccccc3N3CCOCC3)c2)CC(C)O1 (stereo not given)	-5	-8
17	Cc1ccc(OS(=O)(=O)c2cn(C)c(=O)n(C)c2=O)cc1C	-10	11
18	CCOc1ccccc1CN1CCNC(=O)C1CC(=O)NC1CCCCCCC1 (stereo not given)	10	-9
19	CC(C(=O)NC1CCCc2ccccc21)N1C(=O)C2CCCCC2C1=O (stereo not given)	-3	9
20	O=C(c1ccc(Cn2c(=S)[nH]c3ccccc3c2=O)cc1)N1CCN(c2ccccn2)CC1	-55	6
21	CCOc1cc(N2CCOCC2)c(OCC)cc1NC1=NCCCCC1	4	19
22	O=C1Nc2ccc(Cl)cc2C12OCCCO2	6	-2
23	CN(C)S(=O)(=O)c1ccc(Cl)c(NC(=O)COC(=O)CNC(=O)c2ccco2)c1	-16	-4
24	CCCCC(=O)Nc1cc(NC(=O)CC)ccc1Cl	8	-4
25	CC1=C(C(=O)Nc2ccccc2)C(c2cccs2)NC(=O)N1 (stereo not given)	-6	-8
26	CCO/C=N/c1c(C#N)c(CC#N)nn1-c1ccccc1	2	-4
27	O=[N+]([O-])c1ccccc1/C=N/N1CCN(c2ccccn2)CC1	15	0
28	Cc1cc(C)cc(NC(=O)CSc2cc(C(=O)c3nccn3C)c3ccccc3n2)c1	-4	6
29	COc1ccccc1C(=O)OCCCN=C1NS(=O)(=O)c2ccccc21	-19	-3
30	O=C(Nc1ccnn1C1CCN(C(=O)c2ccc(Cl)c(F)c2)CC1)C1CCOC1 (stereo not given)	-13	5
31	N[C@@H](Cc1cnc[nH]1)C(=O)Nc1ccc2ccccc2c1	-6	5
32	Cc1cc(C(=O)COC(=O)c2cccc(NS(C)(=O)=O)c2)c(C)n1CC1CCCO1 (stereo not given)	12	-5
33	Cc1cccc(OCC(=O)O/N=C(\N)Cc2ccc(Cl)cc2)c1	-13	6
34	CCOc1ccc(NS(=O)(=O)c2ccc3[nH]c(=O)oc3c2)cc1	-4	-2
35	CCN1CCN(c2ccc(S(=O)(=O)N3CCOCC3)cc2NC(=O)COc2ccc(F)cc2Cl)CC1	10	-5
36	O=C(OC(C(=O)NCc1ccc2c(c1)OCO2)c1ccccc1F)c1ccco1 (stereo not given)	3	2
37	CCOC(=O)c1c(C)nn(-c2ccc(NC(=O)CSCC(=O)O)cc2)c1C	10	-6
38	COc1ccc2oc(C(=O)OCC(=O)N3CCN(C(C)=O)CC3)c(C)c2c1	-10	3
39	Cc1ccc(CNC(=O)CC(NC(=O)c2ccccc2)c2ccccc2)cc1 (stereo not given)	4	-7
40	Cn1nnc(NC(=O)c2cccs2)n1	2	1
41	Cc1ccc(OCC(=O)NNC(=O)Nc2ccc(Cl)cc2)c(Br)c1	-15	5
42	CCCCn1c(N)c(N(CC(C)C)C(=O)Cn2c(=O)oc3ccccc32)c(=O)[nH]c1=O	-6	-2
43	Cc1cc(OCC(=O)OCC(=O)NCc2ccco2)ccc1Cl	2	-4
44	Cn1nccc1C(=O)OCC(=O)Nc1cccc(Cl)c1	-11	-4
45	COc1ccc(NC(=O)C2CCC(CNc3c(N4CCOCC4)c(=O)c3=O)CC2)cc1Cl (stereo not given)	-2	-1
46	N#Cc1c(Cc2cccc3ccccc23)nn(CCO)c1N	6	-20
47	COC(=O)N/N=C/c1cc(N=Nc2ccccc2Cl)ccc1O	0	0
48	C=CCNC(=O)COc1c(C)ccc(C)c1C	15	-11
49	CC1(C)C=C(c2ccc(C=O)s2)CC(C)(C)N1	-4	5
50	COc1ccc(-c2ccc(SCC(=O)c3cccs3)nn2)cc1OC	-19	2

5 entries picked at random from those above:
No.	canonical_smiles	H9c2 TAG inh	H9c2 TAG inh DAPI viability
46	N#Cc1c(Cc2cccc3ccccc23)nn(CCO)c1N	6	-20
50	COc1ccc(-c2ccc(SCC(=O)c3cccs3)nn2)cc1OC	-19	2
45	COc1ccc(NC(=O)C2CCC(CNc3c(N4CCOCC4)c(=O)c3=O)CC2)cc1Cl (stereo not given)	-2	-1
43	Cc1cc(OCC(=O)OCC(=O)NCc2ccco2)ccc1Cl	2	-4
49	CC1(C)C=C(c2ccc(C=O)s2)CC(C)(C)N1	-4	5

Additional compounds.
No.	canonical_smiles	H9c2 TAG inh	H9c2 TAG inh DAPI viability
51	Cc1cc(C(=O)N/N=C/c2ccc[nH]2)n[nH]1	10	-15
52	CCOc1ncccc1C(=O)OCC(=O)c1ccc[nH]1	-62	4
53	CCCS(=O)(=O)N1CCCC(C(=O)c2ccccc2OC)C1 (stereo not given)	2	-10
54	O=C(OCc1nnc(-c2ccccc2)o1)C1CC(=O)N(c2ccccc2)C1 (stereo not given)	17	0
55	CC(C)c1ccc2[nH]c3c(c2c1)[C@@H]1CCN2C(=O)CCC[C@H](C3)[C@H]12	-25	7
56	CC(=O)N1c2c(cc(Br)cc2S(=O)(=O)N2CCOCC2)CC1C (stereo not given)	-23	7
57	CCC(C)N(C(=O)COC(=O)c1[nH]c(C)c(C(C)=O)c1C)C1CCS(=O)(=O)C1 (stereo not given)	16	-7
58	COc1cccc(-c2ccc(-c3noc(-c4cccs4)n3)c(OC)n2)c1	5	8
59	COc1cc(C(=O)OCC(=O)Nc2cc(-c3cc(C)c(C)cc3C)nn2-c2ccccc2)cc(OC)c1OC	0	4
60	CCCCNC(=O)C1(C)CCCCN1CC(=O)c1ccc(OC)cc1 (stereo not given)	-23	11
61	Nc1c(C(=O)NC2CCCC2)c2nc3ccccc3nc2n1N	44	25
62	O=C(Nc1nc2c(s1)CN(Cc1ccccc1)CC2)C1CCC1	5	15
63	O=C(CN1CCC(NC(=O)c2ccccc2F)CC1)NCc1ccc(F)cc1	0	1
64	CN(CC(=O)Nc1ccccc1Cl)C(=O)c1cc(-c2cccs2)nn1-c1ccccc1	11	7
65	COC(=O)[C@H]1C[C@H]2[C@@H]3CC[C@H]4C[C@@H](OC)CC[C@]4(C)[C@H]3CC[C@]2(C)[C@@]2(CCCO2)O1	-3	-10
66	Cn1nc(-c2ccccc2)c2nc3ccccc3nc21	-3	11
67	CN1CCN(CCNC(=O)Nc2ccccc2C(F)(F)F)CC1	-8	2
68	CCOC(=O)c1cnn(-c2nc(SC)nc3sc4c(c23)CCCC4)c1N	44	-10
69	CC1Cc2ccccc2N1C1=CC(=O)CC(C)(C)C1 (stereo not given)	-10	-2
70	CC1(C(=O)NS(=O)(=O)c2ccccc2Cl)CCN1C(=O)c1ccccc1 (stereo not given)	-4	10
71	CN1C(=O)/C(=C/c2cc(C(C)(C)C)c(O)c(C(C)(C)C)c2)NC1=S	-5	8
72	CCC(CC)C(=O)c1c[nH]c(C(=O)NN)c1	0	13
73	CCCCCCCCCCCCCCCC(=O)OC(CC(=O)O)C[N+](C)(C)C (stereo not given)	5	5
74	CCCn1nnc(NC(=S)NC(=O)Cc2ccccc2)n1	13	-9
75	COc1ccc2oc(C(=O)OCC(=O)N3CCCCC3C)c(C)c2c1 (stereo not given)	8	1
76	N=c1c(C(=O)NCc2ccco2)cc2c(=O)n3ccccc3nc2n1Cc1ccc(Cl)cc1	21	46
77	O=c1[nH]nc(-c2ccc([N+](=O)[O-])o2)c(=O)[nH]1	1	2
78	C[C@H](NC(=O)c1nc[nH]c1C(=O)N(C)Cc1ccccc1)C(=O)OC(C)(C)C	-8	2
79	COc1cccc(NC(=O)CN(C)C(=O)c2ccccn2)c1	-11	3
80	CCOC(=O)C1CCCN(C(=O)/C=C/c2ccc([N+](=O)[O-])cc2)C1 (stereo not given)	9	-5
81	CCOC(=O)c1ccc(NC(=O)COc2ccc(S(=O)(=O)NC(C)CC)cc2)cc1 (stereo not given)	41	4
82	Cc1cccc(C(=O)NNC(=O)c2csc(N3CCOCC3)n2)c1C	-15	-2
83	CSc1ccc(CN(C)C(=O)CSCC(=O)Nc2cc(C)on2)cc1	-9	1
84	CCOc1ccc(NC(=O)CS(=O)CC(=O)NC2CCCc3ccccc32)cc1 (stereo not given)	13	-5
85	CC1=NNC(=O)C1CCC(=O)N/N=C\c1cccc(Cl)c1 (stereo not given)	-9	24
86	Cc1cc(=O)oc(C)c1C(=O)NNC(=O)C1(C)CC1Br (stereo not given)	0	-1
87	COc1ccccc1C(=O)NC(=S)Nc1cc(C(=O)O)ccc1C	-5	-3
88	COc1ccc(Cl)cc1NC(=S)NN1CCOCC1	-2	10
89	O=C(CC1SC(N2CCCC2)=NC1=O)Nc1ccc(C(=O)NCCc2ccc(F)cc2)cc1 (stereo not given)	6	1
90	Cc1cc(S(=O)(=O)N2CCCC2C(=O)N2CCOCC2)c(C)cc1Cl (stereo not given)	5	-5
91	CC1CN(S(=O)(=O)c2cccc(C(=O)Nc3ccccc3N3CCCC3)c2)CC(C)O1 (stereo not given)	-5	-1
92	Cc1cc(C)nc(N(C#N)Cc2cccc3ccccc23)n1	11	1
93	Cc1ccccc1Nc1nnc(C)c(=O)[nH]1	-16	2
94	O=C(CNS(=O)(=O)c1ccccc1)NCC(=O)OCc1ccc(Br)cc1	1	-8
95	O=C(O)c1cscc1Cc1cccs1	17	-11
96	O=C(CCCn1c(SCC(=O)NCCc2ccccc2)nc2ccccc2c1=O)NCC1CCCO1 (stereo not given)	10	-5
97	COc1ccccc1-n1c(SCC(=O)N2CCc3ccccc32)nc2c(c1=O)SCC2	-6	-8
98	O=C(c1cc2ccccc2oc1=O)N(Cc1ccccc1)C1CCS(=O)(=O)C1 (stereo not given)	-7	3
99	COc1ccccc1C(=O)NC(=O)COC(=O)C1(C)CC1(Cl)Cl (stereo not given)	-30	2
100	O=C(C1CCN(S(=O)(=O)c2c(Cl)cccc2Cl)CC1)N1CCCC1	6	3

Some of the entries so far, with one line to a screen:
92) Cc1cc(C)nc(N(C#N)Cc2cccc3ccccc23)n1
93) Cc1ccccc1Nc1nnc(C)c(=O)[nH]1
99) COc1ccccc1C(=O)NC(=O)COC(=O)C1(C)CC1(Cl)Cl (stereo not given)
100) O=C(C1CCN(S(=O)(=O)c2c(Cl)cccc2Cl)CC1)N1CCCC1
91) CC1CN(S(=O)(=O)c2cccc(C(=O)Nc3ccccc3N3CCCC3)c2)CC(C)O1 (stereo not given)
entry no. | 92 | 93 | 99 | 100 | 91
H9c2 TAG inh | 11 | -16 | -30 | 6 | -5
H9c2 TAG inh DAPI viability | 1 | 2 | 2 | 3 | -1

The list goes on:
No.	canonical_smiles	H9c2 TAG inh	H9c2 TAG inh DAPI viability
101	O=C(CN1CCOCC1)Nc1nc2ccc(Cl)cc2s1	7	-2
102	COc1ccc(C(=O)CNc2ccccc2CO)cc1	-7	-3
103	Cc1ccc(NC(=O)Cn2ccc([N+](=O)[O-])n2)cc1C	-14	2
104	O=C1COc2ccc(C(=O)CSc3nc4ccccc4c(=O)n3-c3ccc(Cl)c(Cl)c3)cc2N1	61*	-48*
105	CC1(c2nnc(Cc3ccccc3)o2)CC(c2ccc(Cl)cc2)=NO1 (stereo not given)	3	2
106	COC(=O)/C(NC(C)=O)=C(\C)c1ccc(Cl)cc1	2	2
107	CC(NC(=O)c1ccc(OC2CCN(S(=O)(=O)N(C)C)CC2)cc1)C1CC1 (stereo not given)	-3	-6
108	CC(CCc1ccccc1)NC(=S)NC(=O)c1ccco1 (stereo not given)	-12	10
109	CN1CCN(S(=O)(=O)c2ccc(NC(=O)c3ccc([N+](=O)[O-])cc3)cc2)CC1	8	-21
110	CCOC(=O)/C(C#N)=C/C1=C(N2CCOCC2)C(C)(C)OCC1	0	-6
111	Cc1ccc(S(=O)(=O)N2CCN(c3ncnc4sccc34)CC2)cc1C	-21	-9
112	COc1ccc(C(=O)OCC[N+]2(C)CCCCC2)cc1	-13	13
113	COc1ccc(-c2nc(CS(=O)CC(=O)NC3CCCc4ccccc43)c(C)o2)cc1OC (stereo not given)	-10	0
114	C=C(C)Cn1c(SCC(=O)NCc2ccco2)nc2sc3c(c2c1=O)CCC3	25	-10
115	COc1ccc(C(=O)c2cc([N+](=O)[O-])ccc2N2CCOCC2)cc1	38	-44
116	Cc1c(N(C(=O)c2ccccn2)C2(C(=O)NC3CCCCC3)CCCCC2)c(=O)n(-c2ccccc2)n1C	-9	-3
117	COc1ccc2c(c1)CCC/C2=N\Nc1nc(C(=O)NN)cs1	25	17
118	COc1cc(NC(C)CCCN)c2nc(C)ccc2c1Oc1ccc(F)cc1 (stereo not given)	13	2
